UDG counter – UDG inhibition counter-screen. 91,000 tested, 0.14% active. Potency, µM (titrated, usually from 115 µM), without a hit: top-dose activity change, negative = inhibition, actives largely listed as inhibitors. FRET deamination/UDG coupled assay, UDG read, 4 h. AID 1347430; further: nearly all actives have a fitted effect of over 65% in size
AID inh – inhibitors of human activation induced cytidine deaminase. Q9GZX7. AID deamination FRET fluorescence, UDG-coupled, 4 h. Potency, µM (titrated, usually from 115 µM), for inactives: top-dose activity change, negative = inhibition, usual class: inhibitors. 91,000 tested, 0.32% active; further: nearly all actives have a fitted effect of over 25% in size
Target sequence (Q9GZX7 whole entry, looked up): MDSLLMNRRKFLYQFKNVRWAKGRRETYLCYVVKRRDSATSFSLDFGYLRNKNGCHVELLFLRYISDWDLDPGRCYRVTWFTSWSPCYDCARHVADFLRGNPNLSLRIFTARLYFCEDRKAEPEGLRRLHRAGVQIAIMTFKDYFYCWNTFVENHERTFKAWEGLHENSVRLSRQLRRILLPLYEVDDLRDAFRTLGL
The depositor's hits bear a star; [ ] = dose if it differs, or a comment. The call rests on the fitted dose curve; in most records, active means well fitted curve in the direction sought with a large enough effect; inconclusive means small, poorly fitted or top-dose-only effect, or another doubt; inactive means no such curve, though single readings can be large; an effect the other way counts as inactive or inconclusive. On the % scale 0 is the no-effect control and ±100 the full control effect; potency means the concentration at half of the fitted maximal effect. Some of the compounds tested; count on the stated rates, not on these rows.

Results for Cc1ccc(S(=O)(=O)N2CCCN(C(C(=O)NC3CC3)c3ccccc3)CC2)cc1 (configuration not stated) ?
UDG counter: -1.2%; AID inh: 3.8%

Results for CSc1ccc(CNC(=O)c2cc3c(=O)n(Cc4ccco4)ccc3nc2C)cc1 ?
UDG counter: -7.0%[57.5 µM]; AID inh: -10.6%

How did COc1ccc(-c2nc3c4ccccc4n(CC(=O)N4CCN(c5ccccc5OC)CC4)c(=O)n3n2)cc1 do in these assays?
UDG counter: -19.4%[57.5 µM]; AID inh: 0.0%

How did CN1CC(O)C(O)C(O)C1CO (configuration not stated) do in these assays?
UDG counter: 5.0%; AID inh: 4.7%

What do the screens show for `CCOC(=O)C1=C(C)N=C2SCC(=O)N2C1c1ccc(OC)c(OCC)c1` (configuration not stated)?
UDG counter: -13.5%; AID inh: -4.4%

Results for CSC1=N/C(=C\c2cc(C)ccc2C)C(=O)S1 ?
UDG counter: -2.6%; AID inh: 7.1%

What do the screens show for `CCCNc1nc2ccccc2nc1C(=O)Nc1cc(C)cc(C)c1`?
UDG counter: -1.7%; AID inh: 1.9%

What do the screens show for `Cc1c(C(=O)Nc2cccc(Cl)c2)oc2ccc(S(=O)(=O)N(C)C3CCCCC3)cc12`?
UDG counter: -10.3%; AID inh: -14.6%

How did O=C(O)C1CCN(C(=O)CSc2nc3cc(Cl)ccc3c(=O)n2Cc2ccccc2)CC1 do in these assays?
UDG counter: 28.7%; AID inh: -17.2%

How did COc1ccc(C2C(C(C)=O)=C(O)C(=O)N2c2ccc(C)cc2)c(OC)c1 (configuration not stated) do in these assays?
UDG counter: 6.8%; AID inh: -2.7%

Results for CCc1ccc(NC(=O)CCc2c(C)n(C)c3cc(-c4ccccc4C)nn3c2=O)cc1 ?
UDG counter: 4.8%; AID inh: -10.4%

How did Cc1ccccc1NC(=O)c1c(C)oc2ccc(O)c(CN3CCCC3)c12 do in these assays?
UDG counter: 0.0%; AID inh: 14.7%

What do the screens show for `CCCCc1ccc(NC(=O)CSc2nc3ccccc3nc2N2CCCCC2)cc1`?
UDG counter: -16.8%; AID inh: -10.7%

Results for COC(=O)CSc1nc2sc3c(c2c(=O)n1Cc1ccccc1)CCC(C(C)(C)C)C3 (configuration not stated) ?
UDG counter: 4.4%; AID inh: -2.6%

What do the screens show for `C/C(=N/NC(N)=S)c1ccc([N+](=O)[O-])cc1`?
UDG counter: -14.6%; AID inh: -13.9%

Results for Cc1nc(CN2CCN(C(=O)NCCc3ccccn3)CC2)cs1 ?
UDG counter: 10.8%; AID inh: 4.8%

What do the screens show for `Cc1ccc(NC(=O)Cn2c(=O)n(CCCCCC(=O)NCc3ccc(F)cc3)c(=O)c3sccc32)cc1C`?
UDG counter: 9.6%; AID inh: 9.4%

What do the screens show for `Cc1nc(NC2CCCC2)sc1C(=O)NCCC(C)C`?
UDG counter: -11.1%; AID inh: 0.3%

Results for COCCOc1ccc(C(=O)/C=C/c2ccc(C(=O)OC)o2)cc1 ?
UDG counter: -13.3%; AID inh: 19.9%

Results for COc1ccc2c(c1)c(C(C(=O)O)N1CCN(Cc3ccccc3)CC1)cn2CC(=O)O (configuration not stated) ?
UDG counter: 0.4%; AID inh: 46.5%[activator]

How did C/C(=C\c1ccccc1)C(=O)NC1CCCC1 do in these assays?
UDG counter: 6.8%; AID inh: 5.6%

How did O=C(NCCO)C(=O)NCC(c1ccc2c(c1)OCO2)N1CCOCC1 (configuration not stated) do in these assays?
UDG counter: 3.4%[57.5 µM]; AID inh: 3.5%

Results for OCCNc1nc(-c2ccccc2)c2cc(Br)ccc2n1 ?
UDG counter: 5.6%; AID inh: -19.5%

What do the screens show for `Cc1cccc(CN2C(=O)c3ccccc3Sc3ccc(C(=O)NCc4ccco4)cc32)c1`?
UDG counter: -9.2%; AID inh: -9.7%

What do the screens show for `CN1CCN(c2nc3ccccc3nc2NS(=O)(=O)c2ccc(Cl)cc2)CC1`?
UDG counter: -14.0%; AID inh: -6.3%

What do the screens show for `CC(=O)N1CCc2c(sc3c2c(=O)n(Cc2ccccc2)c(=O)n3Cc2ccc(Cl)cc2)C1`?
UDG counter: 0.9%; AID inh: 1.8%

How did COCCNc1ccc2cc(S(=O)(=O)N3CCCCC3)ccc2n1 do in these assays?
UDG counter: -2.2%[57.5 µM]; AID inh: 0.8%

How did CCC(=O)Nc1cc2nn(-c3ccccc3)nc2cc1Cl do in these assays?
UDG counter: -1.0%; AID inh: 19.6%

What do the screens show for `CCN(c1ccccc1)S(=O)(=O)c1nnc(NC(=O)C2CCCCC2)s1`?
UDG counter: 3.1%[57.5 µM]; AID inh: 10.5%

What do the screens show for `Clc1ccc(C2C=C(c3ccccc3)Nc3nnnn32)c(Cl)c1` (configuration not stated)?
UDG counter: -17.5%; AID inh: -13.6%

Results for COc1ccccc1CC(=O)Nc1ccc2nc(Nc3cccc(C(F)(F)F)c3)cc(C)c2c1 ?
UDG counter: -8.8%; AID inh: inconclusive

How did Cc1ccn2c(Nc3ccc(C(C)C)cc3)c(-c3cccs3)nc2c1 do in these assays?
UDG counter: -7.2%; AID inh: -0.5%

Results for CCn1c(CN2CCCCC2)nc2cc(NC(=O)c3cccc([N+](=O)[O-])c3)ccc21 ?
UDG counter: 1.5%; AID inh: -12.3%

Results for Cc1ccc(OCC(=O)Nc2ccc3nc(SCCOc4ccccc4)sc3c2)cc1 ?
UDG counter: -6.3%; AID inh: -2.7%

What do the screens show for `COc1ccccc1N1CCN(c2ncc3c(n2)CCN(Cc2ccc(C)s2)C3)CC1`?
UDG counter: 1.2%; AID inh: 36.9%[activator]

How did CCOc1ccc(-n2ccn3c(SCC(=O)c4ccc(OC)c(OC)c4)nnc3c2=O)cc1 do in these assays?
UDG counter: -2.6%; AID inh: -9.4%

Results for CS(=O)(=O)c1ccccc1C(=O)OCc1ccccc1F ?
UDG counter: -0.8%; AID inh: -6.4%

What do the screens show for `Cc1ccc(CNC(=O)C2CCCN(S(=O)(=O)c3ccc4c(c3)oc(=O)n4C)C2)cc1` (configuration not stated)?
UDG counter: -10.8%; AID inh: -1.3%

What do the screens show for `COc1ccccc1CNC(=O)CCCn1c(=O)c2ccccc2n(CC(=O)Nc2ccc(C)cc2Cl)c1=O`?
UDG counter: -19.7%; AID inh: 2.5%

Results for NC1CCCN(Cc2cccs2)C1 (configuration not stated) ?
UDG counter: 5.4%; AID inh: 3.2%

How did Cc1ccc(C(CC(=O)O)NC(=O)c2nn(C)c(=O)c3ccccc23)cc1 (configuration not stated) do in these assays?
UDG counter: 4.4%; AID inh: 2.8%

How did O=C(/C(=C\c1ccc(-c2ccccc2Cl)o1)c1nc2ccccc2o1)c1ccccc1 do in these assays?
UDG counter: -11.8%; AID inh: -17.8%

How did CCCSc1ncc(Cl)c(C(=O)NCc2ccc(C)cc2)n1 do in these assays?
UDG counter: -5.9%; AID inh: 1.8%

Results for COc1cccc(CNC(=O)Cn2c(=O)n3nc(-c4cccc(F)c4)nc3c3ccccc32)c1 ?
UDG counter: -26.8%[57.5 µM]; AID inh: 3.9%

What do the screens show for `O=C(Nc1ccc(Br)cc1)c1ccc(F)c(S(=O)(=O)N2CCCc3ccccc32)c1`?
UDG counter: -9.0%; AID inh: inconclusive

What do the screens show for `Cc1ccc(-c2cc(C(F)F)n3nc(C)c(Br)c3n2)cc1`?
UDG counter: 1.6%; AID inh: -6.8%

What do the screens show for `CC(CN(C)C)OC(=O)c1ccc2c(c1)OCO2` (configuration not stated)?
UDG counter: -4.9%; AID inh: 5.2%

Results for CC(C)(C)c1ccc2c(c1)OCCOCCOc1cc(C(C)(C)C)ccc1OCCOCCO2 ?
UDG counter: -11.8%; AID inh: -24.5%

How did Cc1ccc(NC(=O)CC(O)(c2nccn2C)C(F)(F)F)cc1F (configuration not stated) do in these assays?
UDG counter: -1.0%; AID inh: -1.0%

Results for CCOC(=O)c1cc(C)n(CC2CCC(C(=O)Nc3ccccc3OC)CC2)c1C (configuration not stated) ?
UDG counter: -15.1%[57.5 µM]; AID inh: inconclusive

How did CCCCc1nnc(NC(=O)CCc2c[nH]c3ccccc23)s1 do in these assays?
UDG counter: 1.4%; AID inh: 0.3%

Results for COc1cc(NC(=O)N[C@@H](CCSC)C(=O)O)cc(OC)c1 ?
UDG counter: 6.3%; AID inh: 6.3%

Results for O=C(O)c1ccc2c(c1)ncn2-c1ccc(F)c(F)c1 ?
UDG counter: -0.2%; AID inh: 19.4%

How did CNCc1cccs1 do in these assays?
UDG counter: -3.1%; AID inh: 1.1%

How did COc1cccc(-c2cc(C(=O)O)c3cc(C)ccc3n2)c1 do in these assays?
UDG counter: -4.8%; AID inh: -3.5%

Results for COc1ccc(CCNC(=O)c2c(O)nc3c(C)cccn3c2=O)cc1 ?
UDG counter: -16.9%; AID inh: -14.5%

What do the screens show for `CCCCN(CC)CCCNC(=O)c1cc2c(=O)[nH]c3ccccc3c2n1C`?
UDG counter: 2.9%; AID inh: 24.4%

How did CCc1ccc(NC(=O)C2CCCN(c3nnc(C)c4c(C)n(-c5ccccc5)nc34)C2)cc1 (configuration not stated) do in these assays?
UDG counter: 1.8%; AID inh: -1.1%

How did CCOC(=O)C(NC(=O)C1Cc2ccccc2C(=O)O1)C(=O)OCC (configuration not stated) do in these assays?
UDG counter: 8.1%; AID inh: -2.4%

What do the screens show for `CCCn1nc(S(=O)(=O)N2CCCC2)c(C(=O)OCC)c1C`?
UDG counter: -10.5%; AID inh: 4.2%

Results for CCc1cccc(C)c1NC(=O)C1CCN(c2nnc(C)c3c(C)n(-c4ccccc4)nc23)CC1 ?
UDG counter: 5.8%; AID inh: 11.6%

What do the screens show for `Cc1cc(C(=O)N2CCN(Cc3ccccc3)CC2)c2ccccc2n1`?
UDG counter: -7.0%; AID inh: -9.9%

Results for Cc1ccnc(SCc2nc3cc(NC(=O)c4ccccc4Cl)ccc3n2C)n1 ?
UDG counter: 0.8%; AID inh: -3.7%

Results for COc1ccccc1CNc1nc(-c2ccc(C#N)cc2)cs1 ?
UDG counter: -9.5%; AID inh: -10.4%

What do the screens show for `CCCC(C(=O)OCCN(CC)CC)(c1ccccc1)c1ccccc1`?
UDG counter: -12.8%; AID inh: -19.3%

What do the screens show for `Fc1cc(COc2ccc(-c3nnco3)cc2)c2ncccc2c1`?
UDG counter: -7.7%; AID inh: -8.4%

What do the screens show for `Cc1cccc(-c2c3c(=O)n(C)c(=O)n(C)c3c3c(C)nc4ccccc4n23)c1`?
UDG counter: -11.5%[57.5 µM]; AID inh: inconclusive

Results for COc1ccc(C(=O)Nc2cc(NC(=O)c3ccco3)ccc2OC)cc1Cl ?
UDG counter: -15.1%; AID inh: inconclusive

How did Oc1ccc(Sc2ccc(O)cc2)cc1 do in these assays?
UDG counter: 1.8%; AID inh: 2.5%

What do the screens show for `COc1ccc(-c2nn3c(=O)cc(CN4CCN(C(=O)/C=C/c5ccccc5)CC4)nc3s2)cc1`?
UDG counter: inconclusive; AID inh: 100.5%[activator]

What do the screens show for `Cc1ccc(Oc2ccc(S(=O)(=O)N3CCCC3)cn2)c(Br)c1`?
UDG counter: 0.5%; AID inh: -7.1%

Results for O=C(NC1CCCC1)c1cc(Cl)cc(Cl)c1 ?
UDG counter: 3.1%; AID inh: 3.1%

Results for CCn1nc(C)c(CCN(C)C(=O)Nc2ccc(C)c(Cl)c2)c1C ?
UDG counter: 0.2%; AID inh: 2.9%

How did COc1ccc(-c2cc(-c3ccccc3)nc(SCC(=O)Nc3ccccc3C)c2C#N)cc1 do in these assays?
UDG counter: -11.1%; AID inh: -8.1%

Results for CCc1ccc(NCc2cc3ccc(OC)cc3n(CC(=O)Nc3ccccc3C)c2=O)cc1 ?
UDG counter: 6.7%; AID inh: -0.7%

How did CCOC(=O)C1CCCN(CCC(=O)Nc2ccc(OC)cc2OC)C1 (configuration not stated) do in these assays?
UDG counter: -3.7%; AID inh: 10.1%

Results for COc1ccc(C2=C(Nc3ccc(Br)c(C)c3)c3ccccc3C2=O)cc1 ?
UDG counter: inconclusive; AID inh: -13.4%

Results for CCOC(=O)C1CCCN(Cc2cn3c(-c4cccc(Br)c4)nnc3s2)C1 (configuration not stated) ?
UDG counter: 0.9%[57.5 µM]; AID inh: -6.2%

How did CCOC(=O)c1cc2c(=O)n3ccccc3nc2n(CC(C)C)c1=NC(=O)c1cc2ccccc2o1 do in these assays?
UDG counter: 4.3%; AID inh: -1.9%

How did Cc1cccc(C(=O)Nc2cccc(C(=O)OCc3cc(=O)n4nc(C5CC5)sc4n3)c2)c1 do in these assays?
UDG counter: -10.1%; AID inh: 2.2%

What do the screens show for `NCc1ccc(COCC(F)(F)F)cc1`?
UDG counter: 10.0%; AID inh: 1.0%

How did CCCCSc1nc2c(c(=O)[nH]c(=O)n2C)n1CC(O)COc1ccc(Cl)cc1 (configuration not stated) do in these assays?
UDG counter: 0.9%; AID inh: -3.1%

What do the screens show for `CCc1ccccc1NS(=O)(=O)c1ccc2c(c1)CCCN2C(=O)C1CCC1`?
UDG counter: -15.0%; AID inh: -8.3%
